# D2 potentiator: HTS Assay for Positive Allosteric Modulators of the Human D2 Dopamine Receptor: Primary Screen for Potentiators; hit rate 0.34% among 340,000; potentiation, % at 10 µM; D(2) dopamine receptor (Homo sapiens), P14416; HEK293 T-REx D2, calcium flux, EC20 dopamine potentiation;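 active = potentiation over 3 SD above the plate norm, cut at about 30% in these data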; note: 0% is about no effect
#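 Potentiation of an EC20 dopamine calcium response measured kinetically over 180 s, after a preceding 180 s compound-only read flagging agonists. Cells: inducible Hek293 Trex D2 line, 4000/well, cultured overnight at 30 C before dye loading.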
# Vif-A3G inh: qHTS for Inhibitors of Vif-A3G Interactions: qHTS | HeLa A3G-eYFP + Vif (tagged APOBEC3G with the HIV-1 protein that degrades it), YFP fluorescence, overnight | AID 602310, 2012 | Potency, µM (titrated, usually from 46.1 µM), inactives show at the highest dose activity, negative = active, usual class: inhibitors | hit rate 0.076% among 410,000;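 note: potency is the fitted concentration of half-maximal effect; % is set by controls: 0 for no effect and ±100 for the full control effect; nearly all actives have a fitted effect of over 60% in size; hits raise eYFP signal because A3G escapes Vif-driven loss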
#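 Read-out is eYFP fluorescence (Ex 488/Em 500-530) from Vif-expressing HeLa A3G-eYFP cells; more signal means A3G escaped Vif-mediated degradation. Cells plated overnight, compound pinned in, incubated overnight at 37 deg C.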
# D1 PAM: Potentiators of Human D1 Dopamine Receptor: qHTS; AID 504651, 2011; D(1A) dopamine receptor (Homo sapiens), P21728; potentiation, % at 10 µM; HEK293 TREx D1 cells, calcium flux, dopamine EC20 potentiation; hit rate 0.036% among 360,000; in the data active = potentiation above about 30%; note: 0% is about no effect
# D1 antag: Antagonist of Human D 1 Dopamine Receptor: qHTS | hit rate 3.2% among 360,000 | HEK293 TREx D1 cells, calcium flux, dopamine EC80; active compounds read low | activity change, negative = inhibition, % at 10 µM; in the data active = activity change below about -30%; note: % is set by controls: 0 for no effect and ±100 for the full control effect
#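 Kinetic fluorescence of a calcium dye serves as the read-out. D1-expressing Hek293 Trex cells, induced overnight at 30 C, are exposed to compound for 180 s before an EC80 dopamine addition, then read 180 s further.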
# Glioma ERSR ind: qHTS for Inducers of the Endoplasmic Reticulum Stress Response (ERSR) in Human Glioma: qHTS | Potency, µM, without a hit: top-dose activation, hits mostly activators | hit rate 0.02% among 420,000 | AID 602332, 2012 | U87-MG GRP78 promoter luciferase reporter, 16 h; note: potency is the fitted concentration of half-maximal effect; series mostly up to about 76 µM; % of control where 0% means no effect; nearly all actives have a fitted effect of over 35% in size
#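 Stably transfected U87-MG glioma cells carrying a GRP78-based luciferase sensor; 16 h compound incubation. Luminescence end-point read 10 min after Bright-Glo addition at room temperature.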
# LDHA inh: qHTS assay for inhibitors of human lactate dehydrogenase. L-lactate dehydrogenase A chain (Homo sapiens), P00338. purified LDHA, NADH/diaphorase-resazurin fluorescence; active compounds read low. activity change, % (values are at about 110 or 230 µM). hit rate 0.15% among 480,000; in the data active = activity change below about -30%; inconclusive = mostly about -25% to -30%;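 note: plate controls were DMSO wells for no effect and wells without enzyme for full effect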
#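 LDH5 2 nM; NADH 0.06 mM, pyruvate 0.2 mM; 200 mM Tris pH 7.4, EDTA, Tween-20; 5 min RT. Detection: diaphorase 0.133 mg/mL + resazurin 37 µM, fluorescence ex540/em590 at 0 and 20 min; normalized to enzyme-free and DMSO wells.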
# D1 agonist: Allosteric Agonists of the Human D1 Dopamine Receptor: qHTS; HEK293 T-REx D1 cells, calcium flux, agonist mode; activation, % at 2 µM; hit rate 1% among 360,000; AID 504660, 2011; in the data active = activation above about 30%; note: 0% is about no effect
#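 Inducible HEK293 T-REx D1 cells, force-coupled to calcium signalling, were plated at 4000 cells/well with tetracycline and held overnight at 30 C. After no-wash calcium dye loading, compound-evoked calcium rise over 180 s flagged agonists.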
# Vif-APOBEC3F blk: qHTS for Inhibitors of Vif-A3F Interactions: qHTS | HeLa A3F-eYFP + Vif (tagged APOBEC3F with the HIV-1 protein that degrades it), YFP fluorescence increase | Potency, µM (top dose mostly 46.1 µM), for inactives: at the top dose activity, negative = active | hit rate 0.2% among 390,000; note: potency is the fitted concentration of half-maximal effect; % of control where 0% means no effect; nearly all actives have a fitted effect of over 65% in size
#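 HeLa cells stably expressing Vif plus C-terminally eYFP-tagged A3F were seeded, incubated overnight at 37 deg C, dosed with compound, incubated overnight again at 37 deg C. Yellow fluorescence (Ex 488/Em 500-530) reported blocked Vif-mediated A3F-eYFP degradation.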
# RXFP1 agonist: qHTS Assay for Agonists of the Relaxin Receptor RXFP1 | Relaxin receptor 1 (Homo sapiens), Q9HBX9 | hit rate 0.3% among 370,000 | AID 2676, 2010 | Potency, µM (titrated, usually from 57.5 µM), for inactives: top-dose activation, usual class: activators | HEK293T-RXFP1 cAMP TR-FRET, 30 min; response scale: percent of porcine relaxin response, buffer zero; note: potency is the fitted concentration of half-maximal effect; % is set by controls: 0 for no effect and ±100 for the full control effect; nearly all actives have a fitted effect of over 60% in size; many of its hits are not listed in these tables
# Target sequence (Q9HBX9 whole entry, looked up): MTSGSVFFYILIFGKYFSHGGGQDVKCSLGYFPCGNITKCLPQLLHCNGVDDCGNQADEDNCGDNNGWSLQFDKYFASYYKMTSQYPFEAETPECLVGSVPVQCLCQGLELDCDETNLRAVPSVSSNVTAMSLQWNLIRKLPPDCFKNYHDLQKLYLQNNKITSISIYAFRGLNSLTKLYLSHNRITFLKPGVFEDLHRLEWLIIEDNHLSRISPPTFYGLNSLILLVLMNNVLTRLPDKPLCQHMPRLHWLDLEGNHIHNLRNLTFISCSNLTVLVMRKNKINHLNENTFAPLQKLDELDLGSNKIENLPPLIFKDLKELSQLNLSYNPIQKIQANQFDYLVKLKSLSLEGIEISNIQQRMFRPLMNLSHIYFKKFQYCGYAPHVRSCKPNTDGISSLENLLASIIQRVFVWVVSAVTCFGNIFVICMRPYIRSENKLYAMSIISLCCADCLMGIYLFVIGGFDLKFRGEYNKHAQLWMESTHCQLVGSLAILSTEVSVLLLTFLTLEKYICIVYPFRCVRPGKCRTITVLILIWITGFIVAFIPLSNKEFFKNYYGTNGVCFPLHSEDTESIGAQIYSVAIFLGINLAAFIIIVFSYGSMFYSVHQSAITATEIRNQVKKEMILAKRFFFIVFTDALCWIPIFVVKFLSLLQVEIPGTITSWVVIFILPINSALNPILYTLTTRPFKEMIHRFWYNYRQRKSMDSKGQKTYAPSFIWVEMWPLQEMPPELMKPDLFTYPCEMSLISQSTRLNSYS
#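 HEK293T cells stably expressing RXFP1 were pretreated with the PDE4 inhibitor Ro 20174, exposed to compounds for 30 min at 37C, lysed, and cAMP was read by TR-FRET. Data normalized to buffer (basal) and 29 nM porcine relaxin (100%).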
# Starred values were filed as active, the others as inactive; ? = inconclusive; nt = no result given; & = joins results of further samples. Unless noted, calls come from the whole dose curve; as a rule, active = well fitted curve in the direction sought with a large enough effect; inconclusive = small, poorly fitted or top-dose-only effect, or another doubt; inactive = no such curve, though single readings can be large; an effect the other way counts as inactive or inconclusive. These rows are one share of the data (hit frequency here may not be typical).
# A first look, 2 compounds:
Compound	D2 potentiator	Vif-A3G inh	D1 PAM	D1 antag	Glioma ERSR ind	LDHA inh	D1 agonist	Vif-APOBEC3F blk	RXFP1 agonist
CC1=Nc2cc(C(=O)NCCCOC(C)C)ccc2Sc2ccccc21	25	?	-1	25	-4%	-6	1	14%	0.0%
CCOc1cc(CNC(=O)c2ccc(Cn3c(=O)c4cccn4c4cccnc43)cc2)ccc1OC	2	-9%	2	7	-2%	-8	0	0%	?

# The whole of this part (from the top)
Compound	D2 potentiator	Vif-A3G inh	D1 PAM	D1 antag	Glioma ERSR ind	LDHA inh	D1 agonist	Vif-APOBEC3F blk	RXFP1 agonist
CC1=Nc2cc(C(=O)NCCCOC(C)C)ccc2Sc2ccccc21	25	?	-1	25	-4%	-6	1	14%	0.0%
CCOc1cc(CNC(=O)c2ccc(Cn3c(=O)c4cccn4c4cccnc43)cc2)ccc1OC	2	-9%	2	7	-2%	-8	0	0%	?
COc1ccc(N2CCN(CCNC(=O)c3ccc4c(c3)[nH]c(=S)n3c5ccccc5nc43)CC2)cc1	2	0%	0	-7	-3%	-8	-3	-2%	14%
COc1ccccc1OCC(=O)N(Cc1ccc(N(C)C)cc1)CC1CCCO1 (configuration not stated)	-3	0%	-3	-15	-1%	7	1	0%	-1.0%
COc1ccc(C(=O)NCCc2nnc(SCC(=O)Nc3ccccc3)n2C)cc1	4	1%	-5	-5	1%	-1	2	3%	0.2%
CCOC(=O)c1cc(-c2ccccc2)n(CC(=O)NCc2ccccc2)c1C	0	-2%	-2	-20	0%	-1	7	-7%	-0.2%
Cc1ccc(NC(=O)COC(=O)C2(CC(=O)NC(C)(C)C)CCCC2)cc1C	nt	4%	nt	nt	-6%	3	nt	-6%	nt
OCC1(Cc2cccc(C(F)(F)F)c2)CCN(Cc2cc3ccccc3o2)CC1	-17	-5%	-1	8	-12%	3	10	4%	4.0%
C1CCC(NC2=NCCO2)CC1	nt	3%	nt	nt	-8%	-17	nt	-4%	nt
CCOCCCNC(=O)C1CCN(S(=O)(=O)N2CCCCC2)CC1	-12	0%	2	0	-4%	-1	2	4%	3.4%
O=C(Cc1ccccc1)c1c[nH]c(C(=O)NC2CCCC2)c1	7	-15%	7	2	2%	-3	2	-1%	2.3%
CC(C)Oc1ccc(C(=O)NCc2cccs2)cc1	4	-6%	-3	8	5%	-7	3	-4%	1.2%
Cc1ccsc1C(=O)OCC(=O)N1CC(C)CC(C)C1 (configuration not stated)	nt	0%	nt	nt	3%	-3	nt	1%	nt
O=C(NCCCc1ccncc1)C1CCC(=O)N(Cc2cccc(C(F)(F)F)c2)C1 (configuration not stated)	2	-1%	-4	-16	-4%	0	5	-13%	0.9%
COc1ccc(NC(=O)C2CC(=O)N=C(N)S2)cc1 (configuration not stated)	-4	-2%	-10	-3	-5%	-6	2	4%	0.7%
NS(=O)(=O)c1ccc(NCc2cnc3ccccc3n2)cc1	nt	7%	nt	nt	-2%	3	nt	-5%	nt
CCc1ccc(N2C(=O)c3ccc4c5c(ccc(c35)C2=O)CC4)cc1	-3	0%	4	-9	-3%	-1	1	-3%	-2.0%
COc1ccc(-c2cn3ccsc3n2)cc1	-1	0%	-4	-1	-11%	-5	0	-2%	0.6%
COc1ccc(N(CC(=O)NC2CCCC2)C(=O)c2csnn2)cc1	7	0%	-3	-3	1%	1	0	-1%	0.4%
NC(=O)Cn1cc(C(=O)COc2ccccc2)c2ccccc21	14	nt	0	4	nt	nt	3	nt	-1.9%
COc1ccc(C(=O)O/N=C(\N)c2ccccc2)c(OC)c1	-3	-2%	-4	12	-11%	5	1	-11%	-0.4%
CCN1CCN(c2ncc3c(n2)CCN(Cc2ccc(OC)c(OC)c2)C3)CC1	-3	-1%	0	-3	-2%	2	0	-10%	5.3%
O=C(CSc1n[nH]c(=O)[nH]c1=O)Nc1ccc(SC(F)F)cc1	nt	6%	nt	nt	-1%	-11	nt	4%	nt
Cc1ccc(O)c(NC(=O)C2CCCCC2)c1	-4	-3%	-5	3	-6%	-4	1	-4%	-0.3%
O=C(COC(=O)c1ccc(Cl)nc1)c1ccc2c(c1)OCCO2	0	1%	0	3	6%	2	2	1%	1.0%
CCN(CC)S(=O)(=O)c1cc(NC(=O)c2ccc3c(c2)NC(=O)C(C)S3)ccc1C (configuration not stated)	-5	8%	4	-12	0%	-1	1	4%	-0.3%
CC(C)(C)NC(=O)c1ccc(COc2ccc(Cl)cc2Cl)o1	nt	-6%	-11	-10	-2%	-13	8	0%	-2.7%
Cc1sccc1/C=N/NC(=O)c1cccc2ccccc12	-6	-5%	-2	-3	-3%	-6	0	0%	1.3%
CCCNC(=O)c1ccc2c(c1)S(=O)(=O)c1ccccc1C2=O	9	2%	-4	-1	-6%	-1	0	1%	-1.8%
Cc1ccc(CNC(=O)CN2C(=O)NC3(CCCC3)C2=O)cc1	nt	0%	nt	nt	-2%	-5	nt	?	nt

# Four records picked at random from those above, as already listed:
Compound	D2 potentiator	Vif-A3G inh	D1 PAM	D1 antag	Glioma ERSR ind	LDHA inh	D1 agonist	Vif-APOBEC3F blk	RXFP1 agonist
COc1ccc(N2CCN(CCNC(=O)c3ccc4c(c3)[nH]c(=S)n3c5ccccc5nc43)CC2)cc1	2	0%	0	-7	-3%	-8	-3	-2%	14%
COc1ccc(C(=O)NCCc2nnc(SCC(=O)Nc3ccccc3)n2C)cc1	4	1%	-5	-5	1%	-1	2	3%	0.2%
COc1ccc(C(=O)O/N=C(\N)c2ccccc2)c(OC)c1	-3	-2%	-4	12	-11%	5	1	-11%	-0.4%
NC(=O)Cn1cc(C(=O)COc2ccccc2)c2ccccc21	14	nt	0	4	nt	nt	3	nt	-1.9%

# (listing goes on)
Compound	D2 potentiator	Vif-A3G inh	D1 PAM	D1 antag	Glioma ERSR ind	LDHA inh	D1 agonist	Vif-APOBEC3F blk	RXFP1 agonist
Cc1nc(C/C(=N\Nc2ccccc2)c2ccc(O)cc2O)cs1	6	-22%	3	-8	1%	5	5	-27%	-1.5%
CCc1ccc(NC(=O)CSC2=Nc3ccccc3C3=NC(CC(=O)NC4CCCCC4)C(=O)N23)cc1 (configuration not stated)	2	2%	-2	3	-6%	1	0	6%	1.3%
Cc1cccc(OCCC(=O)OCC(=O)N2c3ccccc3NC(=O)C2(C)C)c1	nt	-1%	nt	nt	-3%	1	nt	-13%	nt
CCCOc1cccc(C(=O)Nc2cccc(NC(=O)c3ccc(Cl)cc3Cl)c2)c1	-6	1%	-1	2	0%	-11	-2	-5%	-0.2%
CCC(C)c1ccc(NC(=O)COc2c(F)c(F)c(C(F)(F)F)c(F)c2F)cc1 (configuration not stated)	2	-11%	-2	-8	-2%	3	7	-25%	0.5%
FC(F)(F)c1ccc2c(c1)ncc1c(-c3ccccc3)nn(-c3ccccc3)c12	1	-1%	-3	25	-2%	-1	3	0%	3.4%
COc1ccccc1CNC(=O)COc1cccc(-n2cnnn2)c1	3	-2%	-1	-2	0%	0	1	9%	-1.3%
COc1ccnc(-n2cccc2/C=N/O)c1C#N	nt	0%	6	0	-3%	0	1	1%	0.4%
COc1ccc(NC(=O)CSc2nc(O)c(Cc3ccccc3)c(=O)[nH]2)cc1	13	1%	-3	21	-2%	-8	-1	-2%	0.4%
Nc1ccc(C(=O)Nc2cccc3ncccc23)cc1	15	1%	-2	-13	4%	-7	2	8%	-2.3%
CC(C)c1ccc(NC(=O)CCNC(=O)Cn2ccc3ccccc3c2=O)cc1	nt	-1%	8	-1	-5%	-4	-3	4%	11%
Cc1ccc(SCc2cc(=O)[nH]c(N3CCN(Cc4ccc5c(c4)OCO5)CC3)n2)cc1	2	-5%	2	7	-3%	0	0	1%	-0.3%
CC1=C(C(=O)Nc2ccc(C)cc2)C(c2ccccc2Cl)n2nnnc2N1 (configuration not stated)	8	3%	-2	6	-1%	-4	4	1%	1.2%
O=C(CCN1CCOCC1)N/N=C/c1cc([N+](=O)[O-])ccc1OC(F)F	12	-3%	-3	9	-6%	-6	1	16%	0.9%
Cc1ccc(-c2[nH]c3ccccc3c2SCCNC(=O)c2ccc(S(=O)(=O)N3CCOCC3)cc2)cc1	13&-7	2%&0%	0&0	5&3	-6%&-4%	-17&-7	3&-2	-3%&5%	5.2%&3.6%
COc1ccc2cc3cc(C(=O)Nc4cc(C)c(Cl)cc4OC)oc3nc2c1	23	3%	1	1	2%	-2	15	0%	2.3%
CCOCCCNC(=O)C(NC(=O)CC1NC(=O)NC1=O)c1ccc(Cl)cc1 (configuration not stated)	0	4%	-2	0	-7%	-1	2	3%	-0.6%
Cc1ccc(C(C(=O)NCc2ccco2)N(C(=O)Cc2cccs2)c2cccnc2)cc1 (configuration not stated)	nt	1%	2	-1	2%	-6	0	-2%	-0.4%
NNC(=O)Cn1c(-c2ccccc2)cc(=O)n2ncnc12	1	0%	2	15	-3%	0	1	-7%	0.0%
CCOC(=O)C1=C(c2ccccc2)NC(=S)NC1c1cccc([N+](=O)[O-])c1 (configuration not stated)	11	2%	1	-9	-1%	-5	1	0%	0.9%

# High-throughput results as filed in PubChem BioAssay.
